Mm-Cpn inhibitor – M. maripaludis TRiC chaperonin inhibition. purified Mm-Cpn ATPase, ADP Transcreener TR-FRET. Potency, µM (doses to about 76.9 µM), for inactives: at the top dose activity, negative = inhibition, actives largely listed as inhibitors. hit rate 0.031% among 330,000; further: potency means the concentration at half of the fitted maximal effect; on the % scale 0 is the no-effect control and ±100 the full control effect; nearly all actives have a fitted effect of over 80% in size
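Inhibition of chaperonin ATP hydrolysis is measured as reduced ADP production, detected by competitive TR-FRET in which signal falls with ADP. Final enzyme 25 nM and ATP 10 uM, reacted 30 min at 37°C.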
Akt phos inh – inhibitors of Akt phosphorylation; activity change, % for hits at 50 µM; hit rate 0.32% among 360,000; Neuro2A IGF-stimulated pAkt S473 HTRF, 20 min; stronger effect = lower value; AID 651550; in the data active means activity change below about -80%; inconclusive means mostly about -51% to -80%; further: on the % scale 0 is the no-effect control and ±100 the full control effect
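Single-point screen (50 µM final compound) in Neuro2A cells stimulated 20 min with 6 nM IGF at 37 deg C. After lysis, Ser473-phosphorylated Akt read by HTRF (ex 330 nm, em 615/665 nm) as the 665/615 ratio.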
HepG2 viability – HepG2 cytotoxicity, counter-screen for TGF-b inhibitors | HepG2 CAGA-GFP viability, ATP luminescence, 18 h | Potency, µM (doses to about 46.1 µM), inactives show at the top dose activity change, negative = cytotoxicity, actives largely listed as cytotoxic | hit rate 0.76% among 410,000 | AID 588856; further: potency means the concentration at half of the fitted maximal effect; some results filed as inactive show a strong effect at the top dose
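HepG2 CAGA-GFP cells (1000/well, DMEM with 1% FBS) received compound, then TGF-beta at 500 pg/mL final, and were incubated 18 hours at 37 degrees C. Viability was read by CellTiter-Glo luminescence. Media-only wells were set as complete cell-killing and DMSO as no toxicity.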
A549 viability – counter-screen for Nrf2 inhibitors: cytotoxicity in A549 cells; A549 ARE-Fluc cells, CellTiter-Fluor viability, 18-24 h; hit rate 0.16% among 390,000; Potency, µM (top dose mostly 46 µM), inactives show at the highest dose activity change, negative = cytotoxicity, hits mostly inhibitors; further: potency means the concentration at half of the fitted maximal effect; on the % scale 0 is the no-effect control and ±100 the full control effect
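Cytotoxicity counterscreen: CellTiter-Fluor fluorescence was measured in A549 ARE_Fluc cells after 18-24 h of compound exposure in a concentration series. The subsequent BugLite luminescent read reports ARE-luciferase activity.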
TGFb inhibitor – TGF-b pathway inhibition; HepG2 CAGA-GFP TGF-b/SMAD3 reporter, GFP fluorescence, 18 h; TGF-beta stimulated, 500 pg/mL final; Potency, µM (titrated, usually from 46.1 µM), inactives show at the top dose activity, negative = inhibition, usual class: inhibitors; hit rate 1.2% among 410,000; AID 588855; further: potency means the concentration at half of the fitted maximal effect; on the % scale 0 is the no-effect control and ±100 the full control effect; nearly all actives have a fitted effect of over 65% in size
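First, reporter cells (HEPG2 CAGA-GFP) rested 2 h at 37 degrees C. Next, compounds were pinned in and TGF-beta added to 500 pg/mL final. After 18 h, GFP was imaged per cell and summed per well.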
Nrf2 activator – activators of Nrf2 (ARE) signaling | hit rate 0.31% among 410,000 | AID 624171 | AREc32 ARE-luciferase reporter (MCF7-derived line), luminescence, 24 h | Potency, µM (top dose mostly 46.1 µM), without a hit: top-dose activation, actives largely listed as activators; further: potency means the concentration at half of the fitted maximal effect; % of control where 0% means no effect; nearly all actives have a fitted effect of over 65% in size
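AREc32 cells carrying an ARE-driven firefly luciferase, 1000 cells/well in OPTI-MEM with 5% FBS, dosed after overnight attachment and incubated 24 hr at 37 deg C. Steady-Glo luminescence read after 30 min at RT.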
Nrf2 inh – blocks Nrf2 signaling; AID 504444; Potency, µM (series often up to 46 µM), for the others: at the highest dose activity change, negative = inhibition, usual class: inhibitors; A549 ARE-Fluc reporter, luciferase luminescence, 18-24 h; hit rate 2.1% among 360,000; further: potency means the concentration at half of the fitted maximal effect; on the % scale 0 is the no-effect control and ±100 the full control effect; nearly all actives have a fitted effect of over 60% in size
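Two sequential reads on A549 ARE_Fluc cells exposed to compound for 18-24 h: a CellTiter-Fluor fluorescence read for viability, then a luciferase luminescence read for Nrf2/ARE activity.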
Abeta rescue – compounds reversing amyloid beta toxicity in yeast | yeast expressing A-beta42, growth rescue, OD600, 48 h; response scale: 0% DMSO, 100% iron-clioquinol control | Potency, µM (highest dose often 46.1 µM), without a hit: top-dose growth rescue, usual class: activators | hit rate 0.063% among 410,000; further: potency means the concentration at half of the fitted maximal effect; nearly all actives have a fitted effect of over 55% in size
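Yeast A-beta toxicity model in growth medium with pinned compounds, 48 h at 30 C; growth read as absorbance at 600 nm. Normalized to FeCl3/clioquinol equimolar mix (positive) and DMSO (negative).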
CCT chaperon mod – cytosolic chaperonin activity modulation; purified chaperonin ATPase assay, HTRF ADP detection, 30 min; hit rate 0.3% among 360,000; activity change, % (test concentration not listed), hits read low; AID 651819; in the data active means activity change below about -30%; further: on the % scale 0 is the no-effect control and ±100 the full control effect
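Nucleotide hydrolysis assay: TRiC at 20–40 nM final (set by batch activity) with 10 uM ATP, 30 min at 37 °C, in presence of 76 uM compound. Detection by competitive ADP HTRF, 30 min ambient.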
Starred values were filed as active, the others as inactive; i = inactive; ? = inconclusive; / = not tested or not shown; & = joins results of further samples; [ ] = dose if it differs, or a comment. Unless noted, the call rests on the fitted dose curve; in most records, active means well fitted curve in the direction sought with a large enough effect; inconclusive means small, poorly fitted or top-dose-only effect, or another doubt; inactive means no such curve, though single readings can be large; an effect the other way counts as inactive or inconclusive.

no.	mol	CCT chaperon mod	HepG2 viability	Mm-Cpn inhibitor	Abeta rescue	Akt phos inh	Nrf2 activator	Nrf2 inh	TGFb inhibitor	A549 viability
1	Cc1ccc(-c2nnn(CC(=O)N(c3ccccc3F)C(C(=O)NCC3CCCO3)c3c[nH]c4ccccc34)n2)cc1 (stereo not drawn)	0.9	-23%	-3%	3%	i	4.1%	?	-14%	-19%
2	CCOc1ccccc1NC(=O)C(NS(=O)(=O)c1ccc2c(c1)CCC(=O)N2)c1ccccc1 (stereo not drawn)	/	144%	/	-5%	/	11%	17%	147%[activator]	0%
3	O=C(CCNC(=O)c1ccc([N+](=O)[O-])cc1)Nc1nccs1	1.5	1%	2%	-8%	i	5.0%	3%	-3%	1%
4	O=C(Nc1ccc(Br)cc1Cl)Nn1cnnc1	1.2	3%	-1%	-8%	i	0.2%	18%	-1%	0%
5	COc1ccc(C(=O)CSc2nnc(C3CC3)n2N)cc1	-2.9	-2%	1%	11%	i	-0.5%	-1%	24%	-2%
6	COc1ccc(OC)c(/C=C/C(=O)OCC(=O)N2CCN(S(=O)(=O)c3ccc(C)cc3C)CC2)c1	0.6	-29%	2%	-2%	i	23%	18%	-10%	-8%
7	Cc1ccc(C2C(=O)N(C3CCC(C)CC3)CC(=O)N2C2CCCC2)cc1 (stereo not drawn)	1.1	-9%&4%	1%	6%&7%	i	-1.0%&-0.7%	-17%	-3%&-7%	-2%&-3%
8	O=C(NCc1ccco1)c1cc(-c2ccccc2)on1	0.5	-10%	0%	7%	i	16%	?	8%	27%
9	CCOC(=O)C1CCCN(CC(=O)Nc2c(C(=O)OC)[nH]c3ccc(Cl)cc23)C1 (stereo not drawn)	-0.5	-6%	1%	7%	i	0.7%	2%	-4%	0%
10	CCOc1ccc(CNC(=O)c2ccco2)cc1	0.3	-7%	1%	6%	i	0.0%	-6%	2%	0%
11	O=C(CSc1ccc(Br)cc1)NC1CCS(=O)(=O)C1 (stereo not drawn)	-2.0	1%	1%	-7%	i	0.1%	6%	-18%	3%
12	C[C@H](CO)N1C[C@H](C)[C@@H](CN(C)C(=O)Nc2ccc(C(F)(F)F)cc2)Oc2ccc(NS(=O)(=O)c3ccc(F)cc3)cc2C1=O	-2.1	-4%	2%	-7%	i	0.3%	-1%	?	-2%
13	CCOc1cccc(NC(=O)CSc2ncc(-c3ccc(Cl)cc3)[nH]2)c1	/	-66%	/	9%	/	7.7%	11%	?	2%
14	C[C@H](NC(=O)N1CCn2c1nc1ccccc12)C(=O)NCc1ccco1	-1.3	-1%	-4%	-1%	i	15%	-7%	7%	2%
15	Cc1cccc(NS(=O)(=O)c2ccc3c(c2)CCN3C(=O)CCC(=O)O)c1C	/	1%	/	-12%	/	3.9%	1%	-6%	-5%
16	CC1(C(=O)O)C=CCN1C(=O)c1ccccc1 (stereo not drawn)	1.5	-7%	1%	11%	i	-0.6%	3%	-8%	-3%
17	CCOc1ccc(CCNC(=O)C2=C(C)C(=O)OC23CCC(C)CC3)cc1OCC (stereo not drawn)	2.2	-4%&-2%	1%	-11%&10%	i	-0.6%&0.6%	-25%&-8%	-3%	-2%&-11%
18	COc1cc(C=C(OC(C)=O)c2ccc3c(c2)OCO3)cc(OC)c1OC	-1.7	-5%	/	-16%	i	5.1%	/	-1%	/
19	O=C(Nc1nncs1)C1CCCC1	0.3	-19%	/	-6%	i	-0.6%	1%	-2%	0%
20	CCOCCCNC(=O)Cn1nc(-c2ccccc2)ccc1=O	-2.8	-36%	0%	-5%	i	-0.6%	-3%	?	0%
21	CC(=O)N1[C@H](Cc2ccccc2)C=C[C@]1(C)C(=O)NCCc1c[nH]c2ccccc12	2.1	-22%	-2%	-10%	i	1.0%	-1%	0%	2%
22	CC(C(=O)O)n1cc(Cl)cn1 (stereo not drawn)	0.3	-6%	3%	-5%	i	-0.4%	27%	2%	0%
23	COc1ccc(C(=O)Nc2cc(S(=O)(=O)N3CCCCC3)ccc2C)cc1	-0.1	-18%	/	-3%	i	3.2%	/	-14%	/
24	O=C(OCC(=O)N1N=C(c2ccc(Cl)cc2)CC1c1ccco1)c1ccccc1O (stereo not drawn)	0.0	-26%	-8%	7%	i	0.6%	-11%	0%	-6%
25	CCN1C(=O)[C@H]2[C@H]3CN=C(SC)N3[C@@](Cc3ccccc3)(C(=O)OC)[C@H]2C1=O	-0.7	-1%	-3%	1%	i	-0.4%	8%	9%	-9%

Already shown: two of the compounds above.
no.	mol	CCT chaperon mod	HepG2 viability	Mm-Cpn inhibitor	Abeta rescue	Akt phos inh	Nrf2 activator	Nrf2 inh	TGFb inhibitor	A549 viability
24	O=C(OCC(=O)N1N=C(c2ccc(Cl)cc2)CC1c1ccco1)c1ccccc1O (stereo not drawn)	0.0	-26%	-8%	7%	i	0.6%	-11%	0%	-6%
25	CCN1C(=O)[C@H]2[C@H]3CN=C(SC)N3[C@@](Cc3ccccc3)(C(=O)OC)[C@H]2C1=O	-0.7	-1%	-3%	1%	i	-0.4%	8%	9%	-9%

Continuation:
no.	mol	CCT chaperon mod	HepG2 viability	Mm-Cpn inhibitor	Abeta rescue	Akt phos inh	Nrf2 activator	Nrf2 inh	TGFb inhibitor	A549 viability
26	CCNC(=O)NC(=O)C(C)OC(=O)c1oc2ccc(OC)cc2c1C (stereo not drawn)	1.8	-12%	1%	12%	i	0.4%	9%	32%	-3%
27	O=S(=O)(c1ccc(N2CCCC2)nc1)N1CCCC1	-1.7	-23%	-1%	-9%	i	0.3%	-16%	10%	-10%
28	CCCS(=O)(=O)NC(=O)C1(C)CCN(C(=O)c2c(F)cccc2F)C1 (stereo not drawn)	-2.2	-2%	/	4%	i	-1.2%[9.22 µM]	/	-1%	/
29	NC(=O)CC[C@@H]1NC(=O)[C@H](CO)NC(=O)c2cc([N+](=O)[O-])cc(I)c2OCC[C@@H](C(N)=O)NC1=O	1.2	3%	-1%	13%	i	-1.1%	10%	-1%	-15%
30	OC(c1cccc(Cl)c1)c1nc(/C=C/c2ccccc2)cs1 (stereo not drawn)	0.3	-49%	/	5%	i	0.6%	/	?	/
31	CCN(CC)CC#CCOC(=O)C(O)(c1ccccc1)C1CCCCC1 (stereo not drawn)	-0.3	-36%	-5%	2%	i	4.3%	4%	2%	3%
32	O=C1CC(NNc2nc3ccccc3s2)C(=O)N1c1ccccc1 (stereo not drawn)	0.0	-3%	0%	-15%	i	2.7%	2%	4%	-2%
33	Cc1ccc(S(=O)(=O)N(C)c2ccc(OC(=O)COc3ccccc3)cc2)cc1	-1.2	-39%	1%	-6%	i	-0.6%	22%	-8%	-2%
34	CC(=O)NC(=S)NNC(=O)COc1ccc([N+](=O)[O-])cc1	-2.9	2%	1%	-12%	i	0.3%	-7%	3%	-3%
35	O=C(O)c1ccc(-n2c(-c3ccc(Br)cc3)n[nH]c2=S)cc1	-2.3	4%	-1%	-10%	i	0.3%	10%	?	-7%
36	c1cn(-c2ncnc3sc4c(c23)CCCC4)cn1	-1.6	10%	-1%	9%[9.22 µM]	i	-0.9%	/	6%	-3%
37	COc1cccc(C(=O)NC2=NC(c3ccc(N(C)C)cc3)CC(=O)N2)c1 (stereo not drawn)	/	-16%	/	33%	/	8.8%	?	-22%	0%
38	COc1ccc(NC(=S)Nc2ccc(S(N)(=O)=O)cc2)c(C)c1	0.1	-26%	3%	-1%	i	-0.3%	-1%	-21%	2%
39	Cc1cccc(CSCc2ccc(C(=O)NCC3CCCO3)o2)c1 (stereo not drawn)	-1.8	-6%	0%	7%	i	0.4%	1%	-4%	0%
40	COc1ccc2c(c1)c(C(=O)N/N=C/c1cccs1)c(C)n2C	-2.7	0%	0%	6%	i	5.7%	20%	3%	-10%

Single values from the list.
compound 30 – Abeta rescue: 5%
compound 28 – CCT chaperon mod: -2.2

Filtered by structure, the compounds so far with a Cl atom (6)
no.	mol	CCT chaperon mod	HepG2 viability	Mm-Cpn inhibitor	Abeta rescue	Akt phos inh	Nrf2 activator	Nrf2 inh	TGFb inhibitor	A549 viability
4	O=C(Nc1ccc(Br)cc1Cl)Nn1cnnc1	1.2	3%	-1%	-8%	i	0.2%	18%	-1%	0%
9	CCOC(=O)C1CCCN(CC(=O)Nc2c(C(=O)OC)[nH]c3ccc(Cl)cc23)C1 (stereo not drawn)	-0.5	-6%	1%	7%	i	0.7%	2%	-4%	0%
13	CCOc1cccc(NC(=O)CSc2ncc(-c3ccc(Cl)cc3)[nH]2)c1	/	-66%	/	9%	/	7.7%	11%	?	2%
22	CC(C(=O)O)n1cc(Cl)cn1 (stereo not drawn)	0.3	-6%	3%	-5%	i	-0.4%	27%	2%	0%
24	O=C(OCC(=O)N1N=C(c2ccc(Cl)cc2)CC1c1ccco1)c1ccccc1O (stereo not drawn)	0.0	-26%	-8%	7%	i	0.6%	-11%	0%	-6%
30	OC(c1cccc(Cl)c1)c1nc(/C=C/c2ccccc2)cs1 (stereo not drawn)	0.3	-49%	/	5%	i	0.6%	/	?	/

Source: PubChem (National Center for Advancing Translational Sciences (NCATS))
